Source: PubChem
NSD2 block = NSD2 (human) methyltransferase inhibition | AID 624260 | 44,000 tested, 0.07% active | inhibition, % at 12.5 µM | NSD2-SET H3K36me1 DELFIA fluorescence, biochemical; in the data active = inhibition above about 54%, passing the limit was not always enough;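 note: inhibitors reduce the monomethyl H3K36 fluorescence signal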
Target sequence (O96028 whole entry, looked up): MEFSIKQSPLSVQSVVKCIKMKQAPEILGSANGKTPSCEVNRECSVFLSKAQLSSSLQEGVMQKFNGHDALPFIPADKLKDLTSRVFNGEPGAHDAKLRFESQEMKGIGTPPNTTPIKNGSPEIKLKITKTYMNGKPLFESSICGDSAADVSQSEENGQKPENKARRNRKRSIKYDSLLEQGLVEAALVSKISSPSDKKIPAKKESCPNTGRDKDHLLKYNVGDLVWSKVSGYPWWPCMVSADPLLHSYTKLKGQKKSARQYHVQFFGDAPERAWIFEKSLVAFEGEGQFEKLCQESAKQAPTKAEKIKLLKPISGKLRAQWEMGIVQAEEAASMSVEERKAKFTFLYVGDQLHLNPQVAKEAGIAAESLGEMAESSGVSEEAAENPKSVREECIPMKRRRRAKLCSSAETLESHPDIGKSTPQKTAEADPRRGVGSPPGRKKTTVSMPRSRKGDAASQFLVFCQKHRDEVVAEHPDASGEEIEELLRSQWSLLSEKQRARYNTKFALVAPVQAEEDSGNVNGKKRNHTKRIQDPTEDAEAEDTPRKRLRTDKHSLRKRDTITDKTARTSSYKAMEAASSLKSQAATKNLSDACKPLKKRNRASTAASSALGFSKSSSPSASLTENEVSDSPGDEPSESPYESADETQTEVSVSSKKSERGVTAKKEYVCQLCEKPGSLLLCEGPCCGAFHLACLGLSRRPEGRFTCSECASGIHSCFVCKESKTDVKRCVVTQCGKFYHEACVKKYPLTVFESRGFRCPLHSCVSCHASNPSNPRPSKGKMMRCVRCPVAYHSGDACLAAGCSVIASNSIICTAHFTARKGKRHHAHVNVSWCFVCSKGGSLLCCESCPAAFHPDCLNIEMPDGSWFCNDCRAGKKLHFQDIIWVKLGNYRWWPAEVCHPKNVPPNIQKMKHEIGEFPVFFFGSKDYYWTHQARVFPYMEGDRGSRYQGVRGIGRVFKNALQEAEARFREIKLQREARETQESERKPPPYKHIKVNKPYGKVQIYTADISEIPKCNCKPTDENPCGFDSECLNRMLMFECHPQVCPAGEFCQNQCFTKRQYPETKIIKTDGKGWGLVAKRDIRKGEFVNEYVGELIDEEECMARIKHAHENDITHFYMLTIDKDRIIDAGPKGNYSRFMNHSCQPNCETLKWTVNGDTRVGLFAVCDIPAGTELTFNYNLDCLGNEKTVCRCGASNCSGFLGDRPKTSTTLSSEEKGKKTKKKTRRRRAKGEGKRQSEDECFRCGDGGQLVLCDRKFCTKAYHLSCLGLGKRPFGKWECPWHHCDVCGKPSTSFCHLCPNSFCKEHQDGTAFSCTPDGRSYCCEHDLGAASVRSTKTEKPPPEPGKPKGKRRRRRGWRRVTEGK
* = called active by the depositor. An excerpt, so the mix of outcomes need not match the whole.

Structure,NSD2 block
COc1ccc(S(=O)(=O)Nc2ccc3c(c2)C(=O)N([C@@H](C)CO)C[C@H](C)[C@@H](CN(C)Cc2ccc(-c4ccccc4)cc2)O3)cc1,-7
CO[C@@H](CN(C)C(=O)C1CCOCC1)[C@@H](C)CN(C(=O)Nc1ccc(C(F)(F)F)cc1)[C@H](C)CO,17
O=C(O)C1=C[C@H](c2ccc(C(F)(F)F)cc2)C[C@H](OCCCCO)O1,2
C[C@@H]1CN([C@H](C)CO)C(=O)c2cccc(NC(=O)C3CC3)c2O[C@H]1CN(C)C(=O)Nc1ccc(F)cc1,2
COc1ccccc1NC(=O)N[C@@H]1C=C[C@H](CC(=O)N[C@@H](C)c2ccccc2)O[C@H]1CO,6
C[C@H](CO)N1C[C@H](C)[C@@H](CN(C)Cc2ccc(-c3ccccc3)cc2)Oc2ccc(NC(=O)Nc3ccc(C(F)(F)F)cc3)cc2CC1=O,-5
COC(=O)C[C@@H]1C[C@H]2c3cc(NC(=O)c4cccnc4)ccc3O[C@H]2[C@H](CO)O1,-5
C[C@H](CO)N1C[C@H](C)[C@@H](CN(C)S(=O)(=O)c2cccs2)Oc2ccc(NC(=O)CCCN(C)C)cc2CC1=O,5
CNC[C@@H]1Oc2cc(C#CC(C)C)ccc2S(=O)(=O)N([C@@H](C)CO)C[C@H]1C,-7
C[C@H](CO)N1C[C@H](C)[C@@H](CN(C)C(=O)Nc2ccc(F)cc2)Oc2c(NC(=O)c3nc4ccccc4s3)cccc2C1=O,2
C[C@H]1CN([C@@H](C)CO)C(=O)c2cc(C3=CCCCC3)cnc2O[C@@H]1CN(C)C(=O)c1ccncc1,-5
COc1ccc(C2C(C#N)=C(N)Oc3n[nH]c(-c4ccccc4)c32)cc1CSc1ccccn1 (centres undefined),-9

Part of the list above, with the structure last:
| NSD2 block | canonical_smiles |
| --- | --- |
| 2 | O=C(O)C1=C[C@H](c2ccc(C(F)(F)F)cc2)C[C@H](OCCCCO)O1 |
| -7 | COc1ccc(S(=O)(=O)Nc2ccc3c(c2)C(=O)N([C@@H](C)CO)C[C@H](C)[C@@H](CN(C)Cc2ccc(-c4ccccc4)cc2)O3)cc1 |

Next part
Structure,NSD2 block
NC(=O)CN1C(=O)C(O)(C2CCc3ccccc3C2=O)c2ccccc21 (centres undefined),-7
C[C@@H]1CN([C@H](C)CO)C(=O)Cc2cc(NC(=O)Nc3cccc4ccccc34)ccc2O[C@@H]1CN(C)Cc1ccc(Oc2ccccc2)cc1,-353
C[C@@H]1CN([C@H](C)CO)C(=O)c2cc(N(C)C)ccc2O[C@@H](C)CCCCO[C@@H]1CN(C)C(=O)Nc1cccc2ccccc12,-2
C[C@H]1CN([C@@H](C)CO)C(=O)c2cccc(NC(=O)Nc3ccc(F)cc3)c2O[C@H]1CN(C)C(=O)NC1CCCCC1,-57
COc1ccc(S(=O)(=O)Nc2ccc3c(c2)CC(=O)N([C@@H](C)CO)C[C@@H](C)[C@@H](CN(C)Cc2ccc(-c4ccccc4)cc2)O3)cc1,-7
COc1ccc(NC(=O)Nc2ccc3c(c2)C(=O)N([C@H](C)CO)C[C@@H](C)[C@@H](CN(C)C(=O)NC2CCCCC2)OCCCC[C@@H](C)O3)cc1,1
C[C@H](CO)N1C[C@H](C)[C@@H](CN(C)C(=O)CCCN(C)C)OCCCC[C@H](C)Oc2ccc(NC(=O)CCCN(C)C)cc2C1=O,0
C[C@H]1CN([C@@H](C)CO)S(=O)(=O)c2ccc(Br)cc2O[C@H]1CN(C)C,2
CN1CCN(C(=O)C[C@@H]2C[C@@H]3c4cc(NC(=O)c5ccc6c(c5)OCO6)ccc4O[C@@H]3[C@@H](CO)O2)CC1,4
C[C@H](CO)N1C[C@H](C)[C@H](CN(C)S(=O)(=O)c2ccc(F)cc2)Oc2cc(-c3cccc(F)c3)ccc2S1(=O)=O,-4
O=C(CC1CC1)Nc1ccc2c(c1)[C@H]1C[C@H](CC(=O)N3CCCCC3)O[C@H](CO)[C@H]1O2,8
CC(C)NC(=O)Nc1ccc2c(c1)C(=O)N([C@@H](C)CO)C[C@@H](C)[C@@H](CN(C)Cc1ccc(Oc3ccccc3)cc1)O2,-1
COc1cccc(NC(=O)N(C)C[C@@H]2OCc3cnnn3CCCC(=O)N([C@H](C)CO)C[C@@H]2C)c1,9
Cc1ccc(S(=O)(=O)Nc2ccc3c(c2)C(=O)N([C@@H](C)CO)C[C@H](C)[C@H](CN(C)Cc2ccccc2)O3)cc1,7
C=CCNC(=O)[C@H]1[C@@H]2C(=O)O[C@@H](c3ccccc3)[C@@H](c3ccccc3)N2[C@@H](c2ccccc2OCCO)[C@]12C(=O)N(C(=O)OCCOC)c1ccccc12,-3
C[C@@H]1CN([C@@H](C)CO)C(=O)Cc2cc(NC(=O)CCN3CCOCC3)ccc2O[C@@H]1CN(C)C(=O)Nc1ccccc1,0
C[C@@H](O)[C@@H](O)[C@@H](O)C/C=N/NC(=O)c1ccccn1,-5
C[C@@H]1CN([C@@H](C)CO)C(=O)CCCn2cc(nn2)CO[C@@H]1CN(C)Cc1ccc2c(c1)OCCN2C,7
C[C@H](CO)N1C[C@H](C)[C@@H](CN(C)S(=O)(=O)c2ccccc2F)Oc2cc(-c3ccccc3)ccc2S1(=O)=O,-3
COc1ccc(NC(=O)N(C)C[C@@H]2Oc3c(NC(=O)C4CCCCC4)cccc3C(=O)N([C@H](C)CO)C[C@H]2C)cc1,0
Cc1ccccc1-c1ccc2c(c1)O[C@@H](CN(C)C(=O)C1CC1)[C@@H](C)CN([C@@H](C)CO)S2(=O)=O,-5
C[C@H](CO)N1C[C@H](C)[C@@H](CN(C)CC2CCCC2)Oc2cc(C3=CCCCC3)ccc2S1(=O)=O,-2
Cc1ccc(S(=O)(=O)N(C)C[C@@H]2Oc3c(NC(=O)c4ccc(-c5nccs5)cc4)cccc3C(=O)N([C@H](C)CO)C[C@@H]2C)cc1,-5
C[C@H]1CN([C@@H](C)CO)C(=O)c2cc(NS(=O)(=O)c3cccs3)ccc2O[C@@H]1CN(C)C(=O)NC1CCCCC1,7
COc1ccc(C#Cc2ccc3c(c2)O[C@@H](CN(C)C(C)=O)[C@@H](C)CN([C@@H](C)CO)S3(=O)=O)cc1,1
C[C@H](CO)N1C[C@H](C)[C@H](CN(C)Cc2ccc(Cl)c(Cl)c2)Oc2ccc(NC(=O)Nc3cccc4ccccc34)cc2CC1=O,-2
Cc1ccc(S(=O)(=O)Nc2ccc3c(c2)CC(=O)N([C@H](C)CO)C[C@H](C)[C@H](CN(C)C(=O)Nc2ccc(F)cc2)O3)cc1,-1
COC(=O)c1c2oc(c1C(=O)OC)C(=O)N[C@H](Cc1ccccc1)Cn1cc(nn1)[C@@H](Cc1ccccc1)NC(=O)N[C@@H](CO)CC2,4
COc1ccc(CN(C)C[C@H]2OCCCC[C@@H](C)Oc3ccc(NC(=O)NC(C)C)cc3C(=O)N([C@H](C)CO)C[C@H]2C)cc1,7
COc1ccc(NC(=O)CCn2nc(-c3ccccc3)c3ccccc3c2=O)cc1C(N)=O,2
C[C@H]1CN([C@@H](C)CO)C(=O)c2cc(NS(=O)(=O)c3cccs3)ccc2O[C@@H]1CN(C)Cc1ccc(C(F)(F)F)cc1,-1
Cc1ccc(S(=O)(=O)Nc2ccc3c(c2)C(=O)N([C@@H](C)CO)C[C@H](C)[C@@H](CN(C)C(=O)Nc2cccc4ccccc24)OCCCC[C@H](C)O3)cc1,-4
O=C(CCCCCC(=O)Nc1ccccc1O)N/N=C/c1ccc(OCCO)cc1,0
C[C@@H]1CCCCO[C@H](CN(C)Cc2ccc3c(c2)OCO3)[C@H](C)CN([C@@H](C)CO)C(=O)c2cc(NC(=O)Nc3ccccc3)ccc2O1,4
C[C@@H]1CCCCO[C@H](CN(C)C(=O)CCC(F)(F)F)[C@H](C)CN([C@H](C)CO)C(=O)c2cc(NS(=O)(=O)c3cn(C)cn3)ccc2O1,1
C[C@H](CO)N1C[C@H](C)[C@@H](CN(C)C(=O)NC2CCCCC2)Oc2ccc(NS(=O)(=O)c3ccc(F)cc3)cc2CC1=O,-1
C[C@@H]1CCCCO[C@H](CN(C)C(=O)Nc2cccc3ccccc23)[C@H](C)CN([C@H](C)CO)C(=O)c2cc(NS(=O)(=O)c3ccc(Cl)cc3)ccc2O1,1
C[C@@H]1CCCCO[C@H](CN(C)S(=O)(=O)c2ccccc2)[C@H](C)CN([C@@H](C)CO)C(=O)c2cc(NC(=O)Nc3ccccc3)ccc2O1,-5
C[C@@H]1CN([C@H](C)CO)C(=O)c2cc(NS(=O)(=O)c3ccc(F)cc3)ccc2O[C@@H](C)CCCCO[C@@H]1CN(C)C(=O)CCCN(C)C,15
C[C@@H]1CN([C@@H](C)CO)S(=O)(=O)c2ccc(-c3ccncc3)cc2O[C@@H]1CN(C)Cc1cncnc1,-8
CC/C=C\[C@H](O)[C@H](O)C1=C(C)C(=O)[C@]2(O1)C(=O)N[C@@](OC)(C(=O)c1ccccc1)C2O (some centres undefined),9
C[C@H]1CN([C@@H](C)CO)C(=O)Cc2cc(NS(=O)(=O)c3ccccc3)ccc2O[C@@H]1CN(C)Cc1ccccc1,-4
C[C@@H]1CCCCO[C@H](CN(C)C(=O)C2CCCCC2)[C@@H](C)CN([C@H](C)CO)C(=O)c2cc(NS(=O)(=O)c3ccc(F)cc3)ccc2O1,-3
CCCNC(=O)N(C)C[C@@H]1Oc2ncc(C#CCc3ccccc3)cc2C(=O)N([C@H](C)CO)C[C@H]1C,0
Cc1noc(C)c1S(=O)(=O)Nc1ccc2c(c1)CC(=O)N([C@H](C)CO)C[C@H](C)[C@@H](CN(C)C)O2,-1
O=C(C[C@H]1C[C@H]2c3cc(NC(=O)C4CCOCC4)ccc3O[C@H]2[C@@H](CO)O1)NCc1cccnc1,4
C[C@@H]1CN([C@H](C)CO)C(=O)c2cc(C#CCc3ccccc3)cnc2O[C@@H]1CN(C)Cc1ccccn1,-11
C[C@@H]1CN([C@@H](C)CO)C(=O)c2cc(NC(=O)Nc3ccccc3)ccc2O[C@@H](C)CCCCO[C@@H]1CN(C)S(=O)(=O)c1ccccc1,-1
Cc1noc(C)c1S(=O)(=O)Nc1ccc2c(c1)CC(=O)N([C@H](C)CO)C[C@H](C)[C@H](CN(C)S(=O)(=O)c1ccccc1)O2,2
CC(C)(C)NCC(O)c1ccc(O)c(CO)c1 (centres undefined),-2
CC(C)(Sc1ccc(CCN(CCCCC2CCCCC2)C(=O)NC2CCCCC2)cc1)C(=O)O,-1
C[C@H](CO)N1C[C@H](C)[C@H](CN(C)S(=O)(=O)c2ccc(Cl)cc2)Oc2ccc(NC(=O)Cc3ccccc3)cc2CC1=O,-1
COc1ccc(-c2cnc3c(c2)C(=O)N([C@H](C)CO)C[C@H](C)[C@H](CN(C)S(=O)(=O)c2cccs2)O3)cc1,3
C[C@H]1CN([C@@H](C)CO)S(=O)(=O)c2ccc(C#Cc3ccccn3)cc2O[C@H]1CN(C)Cc1ccccc1,12
COCC#Cc1ccc2c(c1)O[C@@H](CN(C)C(=O)CN(C)C)[C@@H](C)CN([C@H](C)CO)S2(=O)=O,1
CC(C)NC(=O)Nc1ccc2c(c1)C(=O)N([C@H](C)CO)C[C@H](C)[C@H](CN(C)Cc1ccncc1)OCCCC[C@@H](C)O2,6
CC(C)NC(=O)Nc1cccc2c1O[C@H](CN(C)C(=O)Nc1cccc3ccccc13)[C@@H](C)CN([C@@H](C)CO)C2=O,3
CC1(C)CC(=O)C2=C(C1)c1c(ccc3ncccc13)NC2C1CC=CCC1 (centres undefined),1
C[C@@H]1CCCCO[C@@H](CN(C)C(=O)Nc2ccc(F)cc2)[C@H](C)CN([C@@H](C)CO)C(=O)c2cc(NS(=O)(=O)c3ccccc3)ccc2O1,14
C[C@@H]1CN([C@H](C)CO)C(=O)c2cc(C#CCc3ccccc3)cnc2O[C@@H]1CN(C)Cc1cccc(C(=O)O)c1,1

(list continues)
Structure,NSD2 block
C[C@H](CO)N1C[C@H](C)[C@@H](CN(C)C(=O)Nc2cccc3ccccc23)Oc2c(NC(=O)c3ccncc3)cccc2C1=O,2
Cc1ccc(S(=O)(=O)N(C)C[C@H]2Oc3c(NC(=O)C4CC4)cccc3C(=O)N([C@H](C)CO)C[C@H]2C)cc1,-3
CCCC#Cc1cnc2c(c1)C(=O)N([C@@H](C)CO)C[C@H](C)[C@@H](CN(C)C(=O)c1ccc(F)cc1)O2,-3
CNC[C@@H]1Oc2c(NS(=O)(=O)c3ccc(C)cc3)cccc2C(=O)N([C@H](C)CO)C[C@@H]1C,0
C[C@H]1CN([C@@H](C)CO)S(=O)(=O)c2ccc(C#Cc3cccc(F)c3)cc2O[C@H]1CN(C)C(=O)CN1CCOCC1,-11

Among those listed so far, these have two or more sulfur atoms.
Structure,NSD2 block
C[C@H](CO)N1C[C@H](C)[C@@H](CN(C)S(=O)(=O)c2cccs2)Oc2ccc(NC(=O)CCCN(C)C)cc2CC1=O,5
C[C@H](CO)N1C[C@H](C)[C@H](CN(C)S(=O)(=O)c2ccc(F)cc2)Oc2cc(-c3cccc(F)c3)ccc2S1(=O)=O,-4
C[C@H](CO)N1C[C@H](C)[C@@H](CN(C)S(=O)(=O)c2ccccc2F)Oc2cc(-c3ccccc3)ccc2S1(=O)=O,-3
Cc1ccc(S(=O)(=O)N(C)C[C@@H]2Oc3c(NC(=O)c4ccc(-c5nccs5)cc4)cccc3C(=O)N([C@H](C)CO)C[C@@H]2C)cc1,-5
C[C@H]1CN([C@@H](C)CO)C(=O)c2cc(NS(=O)(=O)c3cccs3)ccc2O[C@@H]1CN(C)C(=O)NC1CCCCC1,7
C[C@H]1CN([C@@H](C)CO)C(=O)c2cc(NS(=O)(=O)c3cccs3)ccc2O[C@@H]1CN(C)Cc1ccc(C(F)(F)F)cc1,-1
Cc1noc(C)c1S(=O)(=O)Nc1ccc2c(c1)CC(=O)N([C@H](C)CO)C[C@H](C)[C@H](CN(C)S(=O)(=O)c1ccccc1)O2,2
COc1ccc(-c2cnc3c(c2)C(=O)N([C@H](C)CO)C[C@H](C)[C@H](CN(C)S(=O)(=O)c2cccs2)O3)cc1,3
